Compound activity (PubChem)
aSyn rescue – inhibitors of alpha-synuclein toxicity in yeast; Yeast expressing alpha-synuclein, growth rescue, BacTiter-Glo, 24 h; Potency, µM (top dose mostly 46.1 µM), inactives show at the top dose growth rescue (activation), actives largely listed as activators; hit rate 0.14% among 370,000; AID 652106; also: potency is read from the fitted curve at half-maximal effect; % of control where 0% means no effect; nearly all actives have a fitted effect of over 65% in size
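Galactose-induced alpha-syn yeast (OD600=0.02, raffinose-pregrown) + pinned cpd, 24 hr, 30 deg C; growth by BacTiter-Glo luminescence. Growth restoration scores as activation.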
HEK293 tox – cytotoxicity counter-screen for GLP-1 receptor inverse agonists. HEK293 cAMP-luciferase reporter cells, luminescence, 24 h. Potency, µM (series often up to 38.3 µM), inactives show at the highest dose activity change, negative = inhibition, most hits filed as inhibitors. hit rate 0.13% among 410,000;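 also: loss of luciferase light is scored as toxicity; potency is read from the fitted curve at half-maximal effect; % is scaled to controls: 0 for no effect and ±100 for the full control effect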
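Step one: seed cells (200 cells/uL, DMEM with 10% Nu serum, 1% pen-strep). Step two: 12-hour incubation at 37 deg C. Step three: pin 23 nL compound, incubate 24 hr. Step four: add luciferase reagent, read luminescence 12 min later.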
PTHR1 agonist – activates the human parathyroid hormone receptor PTHR1. Q03431. HEK293 GP2 PTHR1 cells, GloSensor cAMP luminescence, 1 h. Potency, µM (top dose mostly 115 µM), without a hit: at the highest dose activation, actives largely listed as activators. hit rate 0.075% among 410,000; also: potency is read from the fitted curve at half-maximal effect; nearly all actives have a fitted effect of over 55% in size; some results filed as inactive show a strong effect at the top dose; inactives centre near -15; many of its hits are not listed in these tables
Target sequence (Q03431 whole entry, looked up): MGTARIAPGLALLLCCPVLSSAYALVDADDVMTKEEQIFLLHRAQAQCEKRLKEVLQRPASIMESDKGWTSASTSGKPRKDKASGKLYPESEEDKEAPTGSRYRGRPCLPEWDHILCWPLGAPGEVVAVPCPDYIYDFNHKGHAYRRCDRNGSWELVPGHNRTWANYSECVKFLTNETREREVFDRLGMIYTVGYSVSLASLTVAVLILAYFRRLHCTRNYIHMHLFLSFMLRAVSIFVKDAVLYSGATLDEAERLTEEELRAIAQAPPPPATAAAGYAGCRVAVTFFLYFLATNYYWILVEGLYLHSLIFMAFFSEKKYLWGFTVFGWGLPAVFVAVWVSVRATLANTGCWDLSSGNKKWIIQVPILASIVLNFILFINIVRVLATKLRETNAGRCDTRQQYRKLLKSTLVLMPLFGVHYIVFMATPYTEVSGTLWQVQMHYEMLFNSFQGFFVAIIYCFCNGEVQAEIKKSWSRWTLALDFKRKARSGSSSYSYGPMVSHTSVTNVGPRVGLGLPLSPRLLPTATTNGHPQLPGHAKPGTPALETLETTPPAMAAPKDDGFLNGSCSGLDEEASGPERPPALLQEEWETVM
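HEK-293-derived GP2 cells expressing PTHR1 and a GloSensor cAMP reporter, 3,000/well, plated overnight, given luciferin plus IBMX (each 0.5 mM as added) for 1 h at 37 °C, then compound for 1 h at 37 °C. Luminescence was read after 15 min at room temperature.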
Mm-Cpn inhibitor – blocks the Methanococcus maripaludis chaperonin Mm-Cpn | purified Mm-Cpn ATPase, ADP Transcreener TR-FRET | Potency, µM (series often up to 76.9 µM), for inactives: top-dose activity, negative = inhibition, actives largely listed as inhibitors | hit rate 0.031% among 330,000; also: potency is read from the fitted curve at half-maximal effect; % is scaled to controls: 0 for no effect and ±100 for the full control effect; nearly all actives have a fitted effect of over 80% in size
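Compound-treated chaperonin, 25 nM final, turns over 10 uM ATP at 37°C for 30 min following a 10 min preincubation; ADP generated competes with ADP-d2 for Eu-cryptate antibody, lowering FRET.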
GLP-1R inv ag – GLP-1 receptor (human) inverse agonism; P43220; HEK293 GLP-1R CRE-luciferase, luminescence, 24 h; GLP-1R form is constitutively active; Potency, µM (top dose mostly 38.3 µM), without a hit: at the highest dose activity change, negative = inhibition, most hits filed as inhibitors; hit rate 1.6% among 410,000; also: potency is read from the fitted curve at half-maximal effect; % is scaled to controls: 0 for no effect and ±100 for the full control effect; nearly all actives have a fitted effect of over 55% in size
Target sequence (P43220 whole entry, looked up): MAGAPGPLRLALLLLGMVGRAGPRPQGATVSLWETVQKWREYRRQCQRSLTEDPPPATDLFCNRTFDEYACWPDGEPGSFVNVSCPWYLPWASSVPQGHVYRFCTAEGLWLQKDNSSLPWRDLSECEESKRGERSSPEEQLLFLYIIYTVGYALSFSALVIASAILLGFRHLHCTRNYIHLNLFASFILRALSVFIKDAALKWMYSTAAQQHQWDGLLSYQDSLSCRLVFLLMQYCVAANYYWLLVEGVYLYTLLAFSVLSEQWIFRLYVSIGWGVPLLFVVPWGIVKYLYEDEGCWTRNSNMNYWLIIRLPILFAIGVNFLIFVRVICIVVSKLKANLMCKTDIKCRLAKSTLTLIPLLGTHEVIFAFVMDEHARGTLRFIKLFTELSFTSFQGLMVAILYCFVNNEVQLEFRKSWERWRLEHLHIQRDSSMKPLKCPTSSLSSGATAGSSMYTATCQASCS
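Cells are plated, allowed 12 hours at 37 deg C, then treated with compounds for 24 hr before luciferase detection reagent is added and luminescence is read after 12 min at room temperature. The HEK293 line carries constitutively active GLP-1R with a cAMP-responsive reporter.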
TDP-43 yeast inh – TDP-43 toxicity inhibition in yeast; AID 652104; Potency, µM (top dose mostly 46.1 µM), without a hit: top-dose growth rescue (activation), most hits filed as activators; hit rate 1.8% among 410,000; TDP-43 expressing yeast growth rescue, BacTiter-Glo, 24 h; also: potency is read from the fitted curve at half-maximal effect; % of control where 0% means no effect; nearly all actives have a fitted effect of over 50% in size
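Galactose-induced TDP-43 yeast, OD600=0.02, compound pinned; 24 hr, 30 deg C; BacTiter-Glo luminescence for growth. Inhibitors of TDP-43 toxicity read as activators.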
FUS suppressor – rescues growth of FUS-expressing yeast | S. cerevisiae FUS-expressing, growth rescue, OD600, 24 h | Potency, µM (titrated, usually from 76.6 µM), inactives show at the top dose growth rescue (activation), actives largely listed as activators | hit rate 0.24% among 390,000;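 also: potency is read from the fitted curve at half-maximal effect; plate controls were DMSO vehicle for no effect and reference control for full effect; nearly all actives have a fitted effect of over 55% in size; some results filed as inactive show a strong effect at the top dose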
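Toxicity suppression screen in FUS-yeast. Cells induced with 2% galactose, starting OD 0.005, treated 24hr at 30C with compounds at multiple final concentrations; growth by OD600.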
Akt phos inh – inhibitors of Akt phosphorylation; AID 651550; Neuro2A IGF-stimulated pAkt S473 HTRF, 20 min; hits give low values; hit rate 0.32% among 360,000; activity change, % for hits at 50 µM; in the data active = activity change below about -80%; inconclusive = mostly about -51% to -80%; also: % is scaled to controls: 0 for no effect and ±100 for the full control effect
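Neuro2A cells in DMEM with 0.5% FBS, overnight at 37 deg C, given compound at single 50 µM final, then IGF (6 nM final) for 20 min at 37 deg C. Lysed; phospho-Akt Ser473 by HTRF after 24 h, 665/615 ratio.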
Abeta rescue – restores growth of yeast expressing A-beta42 peptide | yeast expressing A-beta42, growth rescue, OD600, 48 h; response scale: 0% DMSO, 100% iron-clioquinol control | Potency, µM (series often up to 46.1 µM), for the others: at the highest dose growth rescue, most hits filed as activators | hit rate 0.063% among 410,000 | AID 1347071; also: potency is read from the fitted curve at half-maximal effect; nearly all actives have a fitted effect of over 55% in size
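Growth rescue measured by 600 nm absorbance after 48 h yeast culture at 30 C with compound. Values normalized between DMSO and an equimolar ferric chloride plus clioquinol control.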
Numbers without * were called inactive; i = inactive; ? = inconclusive; / = not tested or not shown; & = joins results of further samples; ! = a repeat was not active; [ ] = dose if it differs, or a comment. Unless noted, calls follow the shape of the dose curve; as a rule, active = well fitted curve in the direction sought with a large enough effect; inconclusive = small, poorly fitted or top-dose-only effect, or another doubt; inactive = no such curve, though single readings can be large; an effect the other way counts as inactive or inconclusive. An excerpt; count on the stated rates, not on these rows.

SMILES	aSyn rescue	HEK293 tox	PTHR1 agonist	Mm-Cpn inhibitor	GLP-1R inv ag	TDP-43 yeast inh	FUS suppressor	Akt phos inh	Abeta rescue
COCCn1nnnc1C(c1ccccc1OC)N1CCc2ccccc2C1 (configuration not stated)	0.6%	?	-11.2%	/	-19.3%	-3.5%	-7.5%	i	-0.3%
COc1ccc(/C=N/Nc2nncc3ccccc23)cc1	-19.3%	3.4%	-79.8%[inhibitor]	-0.7%	3.3%	-22.8%[0.397 µM]	?	i	-64.6%[inhibitor]
CCOc1ccc2[nH]cc(C(=O)O)c(=O)c2c1	2.6%	-11.9%	-7.4%[57.5 µM]	0.6%	-12.5%	-12.1%	-9.3%	i	9.4%
CCOC(=O)C1(Cc2ccccc2)CCCN(Cc2cccc(C(C)=O)c2)C1 (configuration not stated)	-6.2%	6.9%	i	1.8%	?	-12.9%[0.397 µM]	2.7%	i	10.9%
O=C(CCCC(=O)N(CC(=O)NC1CCCCC1)CC1CCCO1)Nc1ccccn1 (configuration not stated)	-6.5%	17.6%	i	-1.5%	0.5%	-5.8%	-6.1%	i	20.8%
COc1ccc(-c2csc3ncn(-c4ccccc4OC)c(=O)c23)cc1OC	-0.2%	-3.4%	-58.8%	-4.0%	?	-15.3%[9.22 µM]	9.9%	i	-9.0%
CC(C)(C)NC(=O)NC(=O)CN1CCN(c2ccccc2)CC1	-3.7%	-8.4%	-6.5%	-0.2%	-22.3%	0.0%	-19.5%	i	0.1%
Cc1nn(-c2ccccc2)c(C)c1NC(=O)COC(=O)CCc1ccccc1	-5.1%	1.4%	i	/	3.0%	9.1%	7.6%	i	4.3%
COC(=O)CC1(C(=O)OC)Oc2ccc(Br)cc2C(=O)N1c1cc(Cl)cc(Cl)c1 (configuration not stated)	0.0%	0.3%	-25.2%	0.8%	?	9.2%	10.6%	i	-16.8%
COc1ccccc1CNC(=O)COC(=O)c1cccnc1SCC(=O)NCc1ccccc1OC	2.8%	12.3%	-10.0%	-0.6%	2.3%	7.2%	14.5%	i	17.3%
CN(C)c1cc(-c2ccc(Br)cc2)oc(=O)c1Cl	1.6%	0.7%	-31.1%[inhibitor]	1.1%	?	7.94µM*	3.8%	i	-9.5%
COc1ccc(Cl)cc1N1C(=O)CN(Cc2cc(OC)c(OC)c(OC)c2)C1=S	1.3%	-8.3%	-87.1%[inhibitor]	-0.3%	?	-2.2%	19.1%	i	-17.3%
Cc1ccccc1Nc1c(-c2c[nH]c3ccccc23)nc2ccc(Cl)cn12	/	9.9%	-43.6%[inhibitor]	/	-8.5%	7.2%	23.5%	/	-12.5%
Cc1ccc(S(=O)(=O)N(C)CC(=O)N2CCCc3ccccc32)cc1	1.3%	13.4%	i	/	26.4%	20.1%	17.5%	i	-10.2%
O=C(CSc1nc2c(c(=O)n1-c1ccc(Cl)cc1)SCC2)Nc1ccc2c(c1)OCCO2	-0.2%	-10.1%	i	-4.9%	-23.0%	12.5%	15.5%	i	4.7%
O=P(c1ccccc1)(c1ccccc1)C(O)c1cccs1 (configuration not stated)	-9.5%	1.7%	i	/	-11.4%	9.4%	-4.3%	i	-1.2%
COc1ccc(NC(=O)N(C)C[C@H]2Oc3c(NC(=O)Nc4ccc(C(F)(F)F)cc4)cccc3C(=O)N([C@H](C)CO)C[C@@H]2C)cc1	-11.2%	?	-51.8%[inhibitor]	0.1%	?	-11.7%	25.1µM*	i	7.7%
COc1ccc(N2CCN(S(=O)(=O)c3c(C)nc4scc(C)n4c3=O)CC2)cc1	-51.1%[inhibitor]	-12.8%&1.9%	-21.0%	1.5%	11.4%&7.3%	14.1µM*!	15.2%&26.9%	i	25.2%&-17.0%
O=C(CNC(=O)c1ccc(Br)cc1)NCc1cccnc1	-2.0%	-8.4%	i	-12.1%	18.6%	-10.4%	9.0%	i	-6.8%
COc1ccccc1-c1cnc2c(c1)C(=O)N([C@@H](C)CO)C[C@@H](C)[C@@H](CN(C)C(C)=O)O2	-0.2%	-6.2%	-22.1%	/	22.7%	0.0%	-11.2%	i	10.3%
COc1ccc(S(=O)(=O)NCC2CCCO2)cc1NC(=O)c1ccccc1 (configuration not stated)	3.2%	6.7%	i	-0.4%	1.3%	-14.2%	/	i	3.2%
COC(=O)c1cccc(C23CC4(C2)[C@H](CN(Cc2ccc(C(F)(F)F)cc2)[C@@H]4c2ccccc2)C3c2ccccc2)c1 (some centres not stated)	-2.7%	-3.7%	-30.6%[inhibitor]	-5.0%	-26.0%	-13.1%	18.3%	i	6.7%
O=C(O)C1CC=CCC1C(=O)Nc1cc(Cl)ccc1Cl (configuration not stated)	0.3%	-10.9%	i	0.9%	3.3%	0.6%	-23.8%	i	18.5%
Cc1cccc(NCC(=O)N/N=C\c2cccc(Oc3ccccc3)c2)c1	?	-12.6%	-40.6%[inhibitor]	1.9%	?	20.6%	9.7%	i	1.0%
COc1ccc(C)cc1S(=O)(=O)N1CCN(C/C=C/c2ccccc2)CC1	0.1%	-3.4%	i	0.7%	?	-12.6%	/	i	-9.5%

A few values from the entries so far.
CN(C)c1cc(-c2ccc(Br)cc2)oc(=O)c1Cl in PTHR1 agonist = -31.1%[inhibitor]
COCCn1nnnc1C(c1ccccc1OC)N1CCc2ccccc2C1 (configuration not stated) in PTHR1 agonist = -11.2%

Continued.
SMILES	aSyn rescue	HEK293 tox	PTHR1 agonist	Mm-Cpn inhibitor	GLP-1R inv ag	TDP-43 yeast inh	FUS suppressor	Akt phos inh	Abeta rescue
O=C(OCc1cc(=O)n2ccsc2n1)c1ccc(OC(F)F)cc1	7.0%	2.4%	-17.4%	0.2%	7.7%	7.08µM*	1.9%	i	8.2%
O=C(Cn1ccc2cc(S(=O)(=O)N3CCCCCC3)ccc21)NCCc1ccccc1Cl	/	0.0%	i	/	?	19.7%	5.2%	/	5.2%
CCN=C1SC(CC(=O)NCc2ccccc2)C(=O)N1CC (configuration not stated)	-20.4%	-5.1%	-10.6%	-10.9%	19.1%	16.4%	-3.8%	i	-12.1%
Cc1ccc(NS(=O)(=O)Cc2ccccc2)cc1Cl	27.3%	8.1%	-13.4%	0.7%	?	?	5.0%	i	?
Cc1ccc(NC(=O)CCC(=O)c2cccs2)cc1	2.9%	11.7%	i	1.7%	-17.8%	-2.9%	17.2%	i	20.6%
C=CCn1c(SCC(=O)Nc2ccc(C(=O)OCC)cc2)nnc1-c1sc(N)nc1C	0.5%	-0.7%	-10.2%	2.5%	0.5%	9.0%	-9.3%	i	14.6%
C=CCN1C(=O)c2ccc(C(=O)Nc3ccccn3)cc2C1=O	-4.1%	3.7%	-30.7%	-0.1%	-0.2%	-3.3%	5.5%	i	-0.2%
CCOC(=O)c1ccccc1NC(=O)CSC(C)C(=O)Nc1cc(C)on1 (configuration not stated)	-2.6%	-1.1%	-0.5%	-0.4%	-11.6%	12.7%	7.8%	i	-3.5%
CCn1nc(C)c(/C=N\NC(=O)c2cccc(OC)c2)c1C	0.8%	3.7%	i	0.7%	9.1%	16.5%	/	i	-6.3%
c1cncc(-c2nnc(SCc3cccc4ccccc34)o2)c1	10.0%	0.7%	-43.1%[inhibitor]	1.3%	?	15.8µM*	22.0%	i	-1.2%
Cc1nc2ccccc2n2c(-c3ccccc3)c3c(=O)n(C)c(=O)n(C)c3c12	3.2%	0.8%&-2.1%	-12.4%&-11.7%	-1.2%	9.8%&2.7%	14.2%[9.22 µM]	-19.6%&10.0%	i	-14.8%&-6.5%
COc1ccccc1Cc1c(-c2ccco2)nc2ccc(C)cn12	1.4%	-8.8%	-81.2%[inhibitor]	/	11.7%	?	16.9%	i	-19.3%
O=C(c1ccc(CS(=O)c2ccccc2Cl)o1)N1CCN(c2ccccc2)CC1 (configuration not stated)	-0.3%	0.0%	-1.6%	1.0%	?	?	-3.7%	i	12.0%
CN(C(=O)CSc1nc(N)cc(N)n1)C1CCS(=O)(=O)C1 (configuration not stated)	0.5%	?	i	-0.6%	-9.4%	5.3%	21.3%	i	17.3%
CCN(CC)S(=O)(=O)c1cccc(NC(=O)COC(=O)C2=COCCO2)c1	-3.2%	-13.9%	-12.0%	-0.4%	-15.9%	19.0%	/	i	1.5%
COc1cc(OC)c(NC(=O)Cn2c(=O)nc(-c3ccccc3)c3ccccc32)cc1Cl	/	3.4%	i	/	-6.8%	21.1%	-10.2%	/	-2.0%
CC(C)C1Oc2ccccc2N(CC(=O)NCCCN2C(C)CCCC2C)C1=O (configuration not stated)	-13.8%	-1.4%	i	-0.4%	2.4%	-16.4%	4.1%	i	3.7%
CC(C)NC(=S)Nc1ccc2nc3n(c(=O)c2c1)CCCCC3	0.1%	-25.6%	-22.9%	2.3%	0.4%	12.9%	/	i	-0.3%
O=[N+]([O-])c1nn(-c2ccccc2)n(O)c1=NCCc1ccccc1	1.5%	-8.8%	-19.2%	1.2%	-21.3%	7.08µM*	/	i	-47.3%[inhibitor]
Cc1ccc(S(=O)(=O)CCC(O)c2ccc(Cl)cc2)cc1 (configuration not stated)	19.6%	-4.6%	i	-0.3%	?	5.0%	-19.7%	i	11.2%
CCC(=O)NC(c1ccc(N(C)C)cc1)c1c(O)ccc2ccccc12 (configuration not stated)	-0.3%	-12.5%	-11.4%	1.9%	?	-17.3%[0.397 µM]	11.1%	i	-10.9%
